Jurkat NFkB inh: lowers PMA/ionomycin-induced NF-kB signal in Jurkat cells; PMA/ionomycin-induced NF-kB luciferase reporter, luminescence; inhibition, % at 4 µM; 0.53% of 330,000 active; AID 435003; in the data active = inhibition above about 50%
697 NFkB inh: lowers PMA/ionomycin-induced NF-kB signal in 697 B cells. inhibition, % at 4 µM. 0.33% of 330,000 active. 697 B-cell NF-kB luciferase reporter, 16 h; in the data active = inhibition above about 35%
UBC13 inh: inhibitors of human UBC13 polyubiquitin chain formation | inhibition, % at 20 µM | P61088 | TR-FRET | 0.47% of 330,000 active; in the data active = inhibition above about 45%, passing the limit was not always enough
Target sequence (P61088 whole entry, looked up): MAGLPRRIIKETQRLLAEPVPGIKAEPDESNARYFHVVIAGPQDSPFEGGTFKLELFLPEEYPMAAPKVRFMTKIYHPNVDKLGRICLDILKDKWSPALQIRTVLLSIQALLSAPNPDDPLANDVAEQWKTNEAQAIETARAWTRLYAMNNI
APJ antag: blocks the human apelin receptor APJ. P35414. CHO-K1 APJ beta-arrestin complementation, luminescence. inhibition, % at 20 µM. 0.32% of 330,000 active. AID 2521;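 active = inhibition above about 40% at 20 µM, limit read from the data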;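 note: cells challenged with 10 nM apelin-13 agonist together with compound; plate controls were apelin-13 plus DMSO wells for no effect and DMSO wells lacking apelin-13 for full effect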
Gli-Sufu block: antagonists of Gli-Sufu signaling; Sufu-KO-LIGHT fibroblasts, Gli luciferase reporter luminescence; AID 588413; 0.74% of 340,000 active; inhibition, % at 5 µM;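 active = inhibition above about 55%, limit read from the data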;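 note: 0% = DMSO-treated cells and 100% = wells with medium but no cells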
CXCR6 block: blocks human CXCR6 beta-arrestin recruitment; 0.36% of 360,000 active; AID 602244; inhibition, % at 20 µM; CHO-K1 PathHunter CXCR6 beta-arrestin, luminescence; O00574; in the data active = inhibition above about 34%, passing the limit was not always enough;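 note: antagonist mode with CXCL16 agonist at 10 nM final; 0% = 10 nM CXCL16 with DMSO and 100% = unstimulated wells without agonist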
Target sequence (O00574 whole entry, looked up): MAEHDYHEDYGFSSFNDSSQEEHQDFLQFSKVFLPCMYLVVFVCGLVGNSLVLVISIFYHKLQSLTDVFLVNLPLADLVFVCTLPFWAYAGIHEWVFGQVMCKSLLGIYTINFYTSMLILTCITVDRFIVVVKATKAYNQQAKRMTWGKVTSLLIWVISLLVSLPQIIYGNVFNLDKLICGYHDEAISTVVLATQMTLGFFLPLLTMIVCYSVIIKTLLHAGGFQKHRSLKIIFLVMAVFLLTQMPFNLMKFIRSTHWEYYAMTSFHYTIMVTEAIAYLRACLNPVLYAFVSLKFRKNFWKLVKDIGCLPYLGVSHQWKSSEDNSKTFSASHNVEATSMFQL
CCR6 antagonist: CCR6 (human) receptor antagonism; P51684; CHO-K1 CCR6 PathHunter beta-arrestin, luminescence, CCL20-stimulated; inhibition, % at 20 µM; 0.49% of 340,000 active;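 active = compounds whose inhibition of the agonist-driven luminescence signal at 20 µM reaches about 50%, limit read from the data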;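 note: cells stimulated with CCL20 at 14 nM final; plate controls were DMSO with CCL20 for no effect and DMSO without agonist for full effect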
EBI2 block: antagonists of human EBI2 receptor; inhibition, % at 5 µM; P32249; EBI2 beta-arrestin recruitment, luminescence, 7a,25-OHC stimulated; AID 651636; 0.81% of 360,000 active; in the data active = inhibition above about 38%;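 note: enzyme fragment complementation signal reports receptor beta-arrestin coupling in cells; 0% = agonist plus DMSO wells and 100% = wells without agonist; some results beyond the cut were filed as inactive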
Active calls of the source: *; . = not tested or not shown; & = joins results of further samples; ! = not active in a repeat.

molecule,Jurkat NFkB inh,697 NFkB inh,UBC13 inh,APJ antag,Gli-Sufu block,CXCR6 block,CCR6 antagonist,EBI2 block
COc1ccc(S(=O)(=O)NCC2CCCN(Cc3ccc(OC)cc3F)C2)cc1 (centres undefined),-3,-8,2,-4,60*,-2,9,-10
CC(CNC(=O)Cn1cnc2c(OCc3ccccc3)ncnc21)c1ccccc1 (centres undefined),-8,-9,11,-5,-29,1,8,3
CCC(C)Nc1nc(SC(C(C)=O)C(C)=O)nc(N(C)C)n1 (centres undefined),2,10,-7,9,5,-2,12,8
CCCCOc1ccc(OCCNC(=O)C2CCCN2C(=O)Nc2ccccc2)cc1 (centres undefined),0,1,-5,-29,4,-15,11,8
CSc1ncccc1C(=O)OCC(=O)NCCC1=CCCCC1,-14,3,0,25,-7,2,16,-7
CC1(C)Cc2c(cnn2-c2ccc(F)cc2)C(NC(=O)CCn2cncn2)C1 (centres undefined),-10,-3,-5,4,2,5,-7,5
CC(C)C(=O)c1cn(CC(=O)NCc2ccco2)c2ccccc12,-30,-30,0,-3,-23,6,4,-4
COc1ccc(CN2CCSCC2)c(C)c1C,2,-2,-8,1,8,-4,12,-9
O=C(NCc1ccccc1)N1CCCC1,12,11,3,-9,-11,10,7,-7
CCC(CO)NCc1cc(OC)c(OCC(=O)NCCc2ccccc2)cc1Br (centres undefined),11,-2,-1,-8,2,-7,9,-14
COCCNC(=O)CN(c1cc(Cl)ccc1OC)S(C)(=O)=O,15,13,3,20,5,4,3,0
Cc1ccc(S(=O)(=O)Nc2ccc3c(c2)n(C)c(=O)n3C)c(C)c1,-21,-6,0,5,2,-3,1,3
COc1ccccc1Nc1nc(N)nc(CSc2nncn2C)n1,-21,-25,1,-16,3,-12,5,4
Cc1ccnc(SCC(=O)c2cccs2)n1,-42,-38,-3,2,-20,8,9,2
O=C(CN1C(=O)NC2(CCc3ccccc32)C1=O)Nc1ccccc1C(F)(F)F (centres undefined),3,5,-8,7,-7,-4,2,3
Cc1ccc(C(=O)Nc2cccc(-c3ccc(N4CCOCC4)nn3)c2)cc1[N+](=O)[O-],-85,-69,-2,-13,-52,-1,13,-20
COc1cccc(C(=O)Nc2ccc(C(=O)c3ccccc3)cc2)c1,2,-3,14,-4,-10,-19,1,8
CCCOC(=O)CC1C(=O)NCCN1Cc1ccc(F)cc1 (centres undefined),-3,-29,-5,3,-2,0,0,-8
O=C(N/N=C/c1ccc(Br)s1)c1cccnc1,-11,10,-6,4,-14,1,9,13
CCOCc1nc(C)c(Cl)c(NS(=O)(=O)c2ccc(N)cc2)n1,7,-1,1,22,-3,-1,1,-4
CC(C)c1cc(NCC2CCCO2)n2c(nc3ccccc32)c1C#N (centres undefined),-7,15,14,-4,12,8,-6,-70
COc1cc(OC)c(N2CC(C(=O)Nc3cc(Cl)ccc3N3CCOCC3)CC2=O)cc1Cl (centres undefined),36,-10,5,2,16,-6,9,-8
COc1ccc(Cc2nc3ccc(S(=O)(=O)N4CCOCC4)cc3[nH]2)cc1,7,15,20,8,6,4,5,-4
COc1ccc(C(=O)C2CCCN(C(=O)/C=C/c3ccccn3)C2)c(C)c1 (centres undefined),1,-2,8,2,-8,-10,13,-10
COc1ccc(C2C3(C#N)C(N)=NC(OC)(OC)C23C#N)cc1 (centres undefined),7,8,2,-7,4,5,0,4
Cc1c(Cl)cnc(NC(=O)CSc2nnnn2C)c1Cl,0,-13,-8,3,2,-3,14,-1
CSc1ccc(CN2CCC(CO)(CCOc3ccccc3)CC2)cc1,1,-8,14,10,16,2,23,9
CCOC(=O)N1CCC(NC(=O)c2sc(-n3cccc3)nc2C)CC1,-21,3,2,13,-25,3,-7,12
COc1ccc2c(c1OC)C(=O)OC2Nc1ncc(Br)cc1Br (centres undefined),4,8,9,20,2,-1,11,-1
O=S1(=O)CC2N=C(N(Cc3c(F)cccc3Cl)c3ccccc3F)SC2C1 (centres undefined),.,.,.,.,-13,0,-19,-1
Cc1ccc(-c2cn(-c3ccccc3)c3[n+]2CCCS3)cc1,40&31,56*!,-2&0,4&18,83*!,-2&1,1&1,6&2
Cc1cc(OC(=O)c2ccccc2C)c([N+](=O)[O-])c(=O)[nH]1,6,3,1,9,1,3,-5,3

Given with two lines to a compound: 14 of the compounds above
Under each structure – Jurkat NFkB inh	697 NFkB inh	UBC13 inh	APJ antag	Gli-Sufu block	CXCR6 block	CCR6 antagonist	EBI2 block
- COc1ccc(S(=O)(=O)NCC2CCCN(Cc3ccc(OC)cc3F)C2)cc1 (centres undefined)
→ -3	-8	2	-4	60*	-2	9	-10
- CC(CNC(=O)Cn1cnc2c(OCc3ccccc3)ncnc21)c1ccccc1 (centres undefined)
→ -8	-9	11	-5	-29	1	8	3
- CCC(C)Nc1nc(SC(C(C)=O)C(C)=O)nc(N(C)C)n1 (centres undefined)
→ 2	10	-7	9	5	-2	12	8
- CCCCOc1ccc(OCCNC(=O)C2CCCN2C(=O)Nc2ccccc2)cc1 (centres undefined)
→ 0	1	-5	-29	4	-15	11	8
- CSc1ncccc1C(=O)OCC(=O)NCCC1=CCCCC1
→ -14	3	0	25	-7	2	16	-7
- CC1(C)Cc2c(cnn2-c2ccc(F)cc2)C(NC(=O)CCn2cncn2)C1 (centres undefined)
→ -10	-3	-5	4	2	5	-7	5
- CC(C)C(=O)c1cn(CC(=O)NCc2ccco2)c2ccccc12
→ -30	-30	0	-3	-23	6	4	-4
- COc1ccc(CN2CCSCC2)c(C)c1C
→ 2	-2	-8	1	8	-4	12	-9
- O=C(NCc1ccccc1)N1CCCC1
→ 12	11	3	-9	-11	10	7	-7
- CCC(CO)NCc1cc(OC)c(OCC(=O)NCCc2ccccc2)cc1Br (centres undefined)
→ 11	-2	-1	-8	2	-7	9	-14
- COCCNC(=O)CN(c1cc(Cl)ccc1OC)S(C)(=O)=O
→ 15	13	3	20	5	4	3	0
- Cc1ccc(S(=O)(=O)Nc2ccc3c(c2)n(C)c(=O)n3C)c(C)c1
→ -21	-6	0	5	2	-3	1	3
- COc1ccccc1Nc1nc(N)nc(CSc2nncn2C)n1
→ -21	-25	1	-16	3	-12	5	4
- Cc1ccnc(SCC(=O)c2cccs2)n1
→ -42	-38	-3	2	-20	8	9	2

Look-ups from the entries so far:
Result for `O=S1(=O)CC2N=C(N(Cc3c(F)cccc3Cl)c3ccccc3F)SC2C1` (centres undefined) in EBI2 block: -1
Result for `CC1(C)Cc2c(cnn2-c2ccc(F)cc2)C(NC(=O)CCn2cncn2)C1` (centres undefined) in Jurkat NFkB inh: -10

Compound activity: PubChem BioAssay, Sanford-Burnham Center for Chemical Genomics
